PRMT1 inh – PRMT1 methyltransferase inhibitors, primary screen, biochemical, fluorescence polarization | Protein arginine N-methyltransferase 1 (Homo sapiens), Q99873 | inhibition, % at 2.79 µM | AID 652257, 2013 | recombinant PRMT1, activity-based probe fluorescence polarization | 370,000 compounds, 1.3% hits;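 active means inhibition above about 21% made by adding two undisclosed values, limit read from the data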
Target sequence (Q99873 whole entry, looked up): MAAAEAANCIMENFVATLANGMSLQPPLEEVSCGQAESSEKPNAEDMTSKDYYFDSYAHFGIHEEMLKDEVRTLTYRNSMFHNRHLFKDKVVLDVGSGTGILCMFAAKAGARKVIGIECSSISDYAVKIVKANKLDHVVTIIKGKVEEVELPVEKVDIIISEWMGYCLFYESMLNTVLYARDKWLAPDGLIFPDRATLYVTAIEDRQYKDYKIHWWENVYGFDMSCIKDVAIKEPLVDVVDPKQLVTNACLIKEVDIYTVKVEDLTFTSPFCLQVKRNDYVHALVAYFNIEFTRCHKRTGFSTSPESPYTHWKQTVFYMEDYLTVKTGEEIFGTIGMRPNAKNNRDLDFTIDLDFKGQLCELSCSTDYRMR
mABHD4 FP – ABHD4 inhibitors, primary screen, biochemical, fluorescence polarization, mouse; AID 720543, 2013; 370,000 compounds, 0.54% hits; inhibition, % at 8.92 µM; purified mABHD4, FP-Rh probe fluorescence polarization;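 active means inhibition exceeding the mean over every tested compound plus 3 SD, cut at about 30% in these data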;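 further: 0% = plate median of compound wells and 100% = S159A mutant with DMSO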
Target sequence (Q8VD66 whole entry, looked up): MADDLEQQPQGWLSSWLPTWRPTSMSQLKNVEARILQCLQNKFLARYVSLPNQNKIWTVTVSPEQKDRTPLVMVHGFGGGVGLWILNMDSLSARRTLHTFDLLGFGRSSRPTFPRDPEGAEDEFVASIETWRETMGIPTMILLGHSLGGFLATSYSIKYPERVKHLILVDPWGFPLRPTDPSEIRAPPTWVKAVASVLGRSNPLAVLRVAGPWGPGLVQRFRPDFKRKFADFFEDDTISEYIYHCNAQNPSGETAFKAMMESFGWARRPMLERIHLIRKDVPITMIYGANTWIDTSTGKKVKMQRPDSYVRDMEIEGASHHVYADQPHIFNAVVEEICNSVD
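Assay system: Wild-type mouse ABHD4 protein | Medium: HEPES pH 7.0 buffer, 150 mM NaCl, 0.01% Pluronic F-127 | Incubation: Enzyme–compound pre-incubation 45 min, then probe 60 min, both 25 °C | Technique: Fluorescence polarization with parallel and perpendicular emission, 525/598 nm | Evaluation: % inhibition of FP-Rh probe binding versus controls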
TCR CD3 inh – inhibitors of human TCR-CD3 interaction, primary screen, biochemical, fluorescence, TAMRA-labeled TCR probe; 360,000 compounds, 0.37% hits; inhibition, % at 9.4 µM; T-cell receptor (TCR); in the data active means inhibition above about 19%;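 further: recombinant mutant TCR 2C K166C tagged with TAMRA read by polarization; 0% = receptor in buffer alone and 100% = receptor with positive control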
SIAE inh – human SIAE inhibitors, primary screen, biochemical, fluorescence polarization, FP-Rh probe, 1536-well HTS. Sialate O-acetylesterase (Homo sapiens), Q9HAT2. SIAE FP-Rh probe binding. inhibition, % at 9.66 µM. 370,000 compounds, 0.69% hits. AID 1053197, 2014;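 active means inhibition above a cutoff: mean of compounds within the control limits plus 3 SD of those, cut at about 17% in these data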;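 further: 0% = plate median of compound wells and 100% = probe without SIAE protein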
NPR2 activator – human GC-B receptor activators, primary screen, HEK293 GC-B cells, cGMP TR-FRET, EC30 CNP; 0% at EC30 CNP, 100% saturating CNP; activation, % at 10 µM; Atrial natriuretic peptide receptor 2 (Homo sapiens), P20594; 370,000 compounds, 0.11% hits; AID 1920062, 2024;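 active means activation at 10 µM reaching about 35% in either raw or pattern-adjusted values, limit read from the data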
HTRA1 inhibitor – HTRA1 serine protease inhibitors, primary screen, biochemical, fluorescence polarization, HTS; Q92743; recombinant HTRA1, FP-rhodamine activity-based probe; inhibition, % at 5.96 µM; 340,000 compounds, 0.5% hits; AID 504803, 2011; in the data active means inhibition above about 36%;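 further: 0% = enzyme with DMSO and 100% = wells lacking enzyme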
rCAG binder – binders of r(CAG) RNA repeats, primary screen, biochemical, fluorescence; r(CAG) RNA repeat, TO-PRO-1 dye displacement fluorescence; inhibition, % at 3 µM; 370,000 compounds, 1.3% hits; AID 651821, 2012;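 active means inhibition above the plate cutoff, the mean of all test compounds on that plate plus 3 SD, cut at about 35% in these data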;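 further: 0% = DMSO alone and 100% = 100 µM mitoxantrone as full dye displacement; higher means more dye released from RNA so lower well fluorescence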
MBD2 DNA inh – inhibitors of MBD2 binding to methylated DNA, primary screen, biochemical, TR-FRET, DNA-binding domain, human; Methyl-CpG-binding domain protein 2 (Homo sapiens), Q9UBB5; inhibition, % at 4.4 µM; MBD2 binding to methylated oligonucleotide; 370,000 compounds, 0.31% hits; AID 686964, 2013; in the data active means inhibition above about 13%
LEDGF integ inh – blockers of LEDGF/p75-dependent integrase strand transfer – biochemical, TR-FRET, high throughput, primary screen; HIV-1 integrase (with human LEDGF/p75); TR-FRET IN-LEDGF/p75 DNA integration, Eu/Cy5; inhibition, % at 3.7 µM; 370,000 compounds, 0.64% hits; AID 743269, 2014;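 active means inhibition above the screen-wide mean plus 3 SD, cut at about 13% in these data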;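 further: signal is the Cy5 over europium emission ratio at 671 and 618 nm; 0% = plate median of compound wells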
TDP2 inh – human TDP2 enzyme inhibitors, primary screen, biochemical, epi absorbance, recombinant enzyme; Tyrosyl-DNA phosphodiesterase 2 (Homo sapiens), O95551; T5PNP hydrolysis, p-nitrophenol absorbance 415 nm; inhibition, % at 12.8 µM; 370,000 compounds, 0.34% hits; AID 720702, 2013;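 active means inhibition above the mean of all tested compounds plus 3 SD, set per campaign, cut at about 25% in these data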;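 further: 0% = DMSO with enzyme and 100% = buffer with substrate but no TDP2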
Target sequence (O95551 whole entry, looked up): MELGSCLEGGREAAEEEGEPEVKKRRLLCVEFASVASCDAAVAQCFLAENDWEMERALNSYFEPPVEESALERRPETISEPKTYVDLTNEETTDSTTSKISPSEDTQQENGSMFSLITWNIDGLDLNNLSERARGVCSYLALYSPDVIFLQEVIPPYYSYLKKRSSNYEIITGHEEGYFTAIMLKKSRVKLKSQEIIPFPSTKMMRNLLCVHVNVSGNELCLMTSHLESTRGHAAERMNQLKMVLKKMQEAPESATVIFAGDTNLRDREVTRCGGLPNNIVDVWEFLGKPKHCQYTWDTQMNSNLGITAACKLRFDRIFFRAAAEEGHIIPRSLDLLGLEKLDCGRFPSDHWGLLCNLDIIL
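System – recombinant human TDP2 · Amount – 120 nM TDP2 per well · Buffer or medium – Mg2+-containing Tris-HCl buffer, pH 7.5 · Reagent – T5PNP substrate, 5 mM · Dosing – 12.8 µM single point, 1% DMSO · Incubation – 2 h at 37 °C · Measured by – epi absorbance · Read-out basis – percent inhibition · Benchmarks – high control without enzyme, low control DMSO plus TDP2 · Repeats – singlicate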
Starred values were filed as active, the others as inactive; nt = not tested or not shown. Not all compounds are listed; count on the stated rates, not on these rows.

SMILES	PRMT1 inh	mABHD4 FP	TCR CD3 inh	SIAE inh	NPR2 activator	HTRA1 inhibitor	rCAG binder	MBD2 DNA inh	LEDGF integ inh	TDP2 inh
O=S(=O)(Nc1ccc(O)c(Sc2nc3ccccc3s2)c1)c1cccc2ccccc12	0.0	-81.3	-5.2	-16.1	7.5	-50.7	31.9	-1.8	-3.2	2.8
CCOC(=O)c1nc(NNC(C)=O)sc1C	-1.1	-2.7	-1.1	14.1	1.6	3.8	-0.2	2.0	1.7	8.5
O=C(NCC1CCCO1)c1ccc(Cl)c(S(=O)(=O)N2CCCCC2)c1 (stereo unspecified)	-1.5	-5.0	0.0	-6.6	4.8	6.2	-2.9	0.3	6.1	-11.2
COc1cc(-c2cc3nc(NC4CCCCC4)ccn3n2)cc(OC)c1OC	-0.3	-7.1	7.0	0.3	0.1	nt	0.4	-1.6	-1.9	-3.1
CCOc1ccc(CN(C)C(=O)CNC(=O)c2ccccc2)cc1	0.8	-6.2	-4.2	6.3	5.9	2.3	-2.5	2.8	-0.1	2.5
CC(C)C(=O)Nc1ccc(NC(=S)NC(=O)c2ccc([N+](=O)[O-])cc2)cc1	-1.6	-3.1	0.5	2.1	-8.1	-4.0	-0.4	-0.7	-3.3	-6.7
CCc1ccc(S(=O)(=O)NCc2csc(C)n2)cc1	-1.7	1.4	0.4	-4.5	-0.9	2.8	-2.3	1.7	-0.8	8.4
C/C(=N\NC(=O)c1cccnc1)c1nnn(-c2nonc2N)c1C	-1.2	2.5	4.5	6.7	-0.2	0.5	0.3	-7.4	-2.1	0.2
Cc1cccc(C)c1OCc1nnc(SCC(=O)O)n1-c1c(C)cccc1C	1.1	-1.1	0.3	0.2	0.7	nt	30.6	-2.6	-0.1	6.7
O=C(NNc1c(Cl)cccc1Cl)c1c(F)cccc1Cl	-0.8	-1.9	7.4	-2.8	0.6	-4.7	-1.5	-4.2	-1.1	3.2
COC(=O)c1ccc(-c2ccc(/C=N/NC(=O)CC3(C)OCCCO3)o2)cc1	-1.9	-0.9	3.8	-7.2	-0.5	-4.4	-4.2	2.0	3.4	-10.2
COc1ccc(-c2nc(CS(=O)CC(=O)NCCc3ccc(C)cc3)c(C)o2)cc1OC (stereo unspecified)	11.5	-2.5	-1.9	6.2	-6.4	-4.2	-1.3	3.1	-7.3	-5.0
COC(=O)c1sc(NC(=O)COC(=O)C2CCC2)c(C(=O)OC)c1C	-2.2	4.4	2.6	1.1	-5.5	-3.3	2.2	-3.7	-1.2	-2.8
CC(=O)Oc1ccc(-c2cccc(C(=O)N(C)c3ccc(O)cc3)c2)cc1	0.9	2.0	5.7	2.9	-1.1	5.4	0.6	5.7	3.7	-9.6
COC(=O)Cn1c(CCC(=O)O)ccc1-c1ccccc1	1.4	5.3	2.5	-0.6	-1.8	0.1	7.9	-1.8	3.9	0.9
Cc1ccc(S(=O)(=O)N2CCCCC2CCNC(=O)C(=O)NCc2ccccc2)cc1 (stereo unspecified)	0.1	0.8	2.1	-4.7	-0.9	-9.0	-8.2	1.2	-3.0	11.2
CCOC(=O)C1CCCN(C(=O)CCCn2nc(C)n3c(cc4sccc43)c2=O)C1 (stereo unspecified)	-10.4	-2.3	2.0	2.7	-1.5	2.6	-1.4	-0.4	3.5	1.4
C=CCn1c(C(C)NC(=O)c2cccc(C)c2)n[nH]c1=S (stereo unspecified)	-3.0	-3.5	3.3	-1.9	-3.3	-0.2	1.9	1.1	6.9	-8.3
O=C(COC(=O)c1cccs1)NCC1CCCCC1	-3.0	-4.6	4.0	5.4	5.8	4.5	-2.5	0.5	0.6	1.0
O=C(Nc1nnc(CCN2CCOCC2)s1)C1CCCCC1	-3.9	-1.3	-4.9	3.8	3.6	5.8	-7.9	1.4	2.6	5.2

Three neighbouring records from above:
SMILES	PRMT1 inh	mABHD4 FP	TCR CD3 inh	SIAE inh	NPR2 activator	HTRA1 inhibitor	rCAG binder	MBD2 DNA inh	LEDGF integ inh	TDP2 inh
O=S(=O)(Nc1ccc(O)c(Sc2nc3ccccc3s2)c1)c1cccc2ccccc12	0.0	-81.3	-5.2	-16.1	7.5	-50.7	31.9	-1.8	-3.2	2.8
CCOC(=O)c1nc(NNC(C)=O)sc1C	-1.1	-2.7	-1.1	14.1	1.6	3.8	-0.2	2.0	1.7	8.5
O=C(NCC1CCCO1)c1ccc(Cl)c(S(=O)(=O)N2CCCCC2)c1 (stereo unspecified)	-1.5	-5.0	0.0	-6.6	4.8	6.2	-2.9	0.3	6.1	-11.2

More records follow:
SMILES	PRMT1 inh	mABHD4 FP	TCR CD3 inh	SIAE inh	NPR2 activator	HTRA1 inhibitor	rCAG binder	MBD2 DNA inh	LEDGF integ inh	TDP2 inh
COc1ccc(N(Cc2cc(=O)[nH]c3ccccc23)C(=O)C(C)C)cc1	0.1	10.9	3.5	-3.2	-4.3	7.3	-4.0	-2.0	-3.0	1.0
Cc1ccc(C)c(NC(=O)CN(C)C(=O)COc2cccc3c2OC(C)(C)C3)c1	-1.1	1.2	-4.6	14.4	-3.2	5.6	-6.6	7.5	1.1	-13.8
COCCn1nnnc1C(c1ccccn1)N1CCN(c2cc(Cl)ccc2C)CC1 (stereo unspecified)	1.1	-3.8	2.8	6.6	-1.7	-1.3	-0.9	-7.9	1.6	-8.5
Cc1ccc(CNC(=O)C2CCN(S(=O)(=O)c3ccc4c(c3)CC(C)N4C(=O)C3CCC3)CC2)o1 (stereo unspecified)	5.1	-0.5	5.7	2.1	3.2	-2.8	0.7	4.9	0.7	-2.5
CCOC(=O)C1=CCN(S(=O)(=O)c2ccc(F)cc2)C1c1cccc(Cl)c1 (stereo unspecified)	0.3	4.1	1.4	-1.6	-6.5	nt	3.9	3.3	0.1	-6.0
CCOc1ccccc1/C=N/Nc1cc(C)nc2ccc(C)cc12	-4.2	-5.2	-2.9	8.2	-4.6	1.5	-3.4	2.3	5.5	2.7
COc1cc2[nH]c(=O)n(Cc3ccc(C(=O)NCC4CCCO4)cc3)c(=O)c2cc1OC (stereo unspecified)	-0.3	4.8	5.6	-1.2	-6.5	-4.9	-0.7	-0.2	0.8	-7.1
O=C(CNC(=O)c1cccs1)Nc1ncccc1O	-3.5	5.6	6.2	4.5	5.9	2.0	-0.2	1.1	-1.6	11.4
S=C(NCc1ccc(Cl)cc1)Nc1ccncc1	-6.0	-14.2	-2.6	-2.1	-5.8	-7.6	3.3	-2.7	4.1	-23.8
CCC(C)NC(=O)Cn1c(=O)n(-c2ccc(OC)cc2)c(=O)c2ccc(C(=O)NCc3ccc(C)cc3)cc21 (stereo unspecified)	1.8	-2.2	7.3	-5.0	0.0	4.0	5.3	3.8	3.2	-13.0
Cc1cc(NC(=O)c2c(Cl)c(C)nn2C)no1	-2.7	3.2	4.7	-0.5	3.9	-0.2	-1.1	0.2	0.6	-0.6
CCOc1ccc(C(=O)Nc2ccccc2N2CCN(C(=O)c3ccccc3)CC2)cc1[N+](=O)[O-]	-0.7	3.1	5.4	3.2	-2.0	1.5	0.3	3.8	1.6	9.7
OCC1OC(n2nnc3ccccc32)C(O)C(O)C1O (stereo unspecified)	0.2	-3.8	6.0	2.8	-5.2	-0.7	-1.6	-2.0	-1.8	-1.6
Cc1ccc(/C=N/NC(=O)c2csc(C)c2)o1	-2.1	4.5	7.8	8.3	8.1	-2.9	2.6	-8.1	-0.4	-5.8
CCOP(=O)(OCC)C(Nc1ccc(C)cc1)c1ccco1 (stereo unspecified)	-3.0	-0.6	0.3	1.6	-5.6	6.0	-3.9	-0.8	-3.3	-8.5
CCN1CCN(CC(=O)N/N=C/c2ccc(F)cc2F)CC1	2.8	21.3	-5.1	-0.5	-6.5	2.7	-0.5	0.3	0.3	3.8
O=C(COC(=O)c1ccc([N+](=O)[O-])o1)Nc1cccc(S(=O)(=O)N2CCCCC2)c1	-5.7	-1.5	5.0	3.1	-7.3	-4.6	5.4	-6.3	4.4	4.6
COc1ccccc1NS(=O)(=O)c1cc(NC(=O)c2[nH]c(C)c(C(C)=O)c2C)ccc1N1CCOCC1	4.5	-41.2	4.5	-88.5	0.4	-37.8	22.2	-4.9	-1.7	-4.5
C=CC[C@@H](CC(=O)N[C@H](CO)Cc1ccccc1)C(=O)N[C@H](C)COC(=O)[C@@H](CC=C)Cc1ccc(F)cc1	-1.9	-2.2	-2.5	-6.3	-0.6	-20.8	-6.7	3.0	1.0	-15.2
CNC(=O)/C=C/c1cccc(C(F)(F)F)c1	3.8	2.1	-0.9	3.6	-1.7	-5.7	1.1	-0.6	-2.5	0.2
O=[N+]([O-])c1ccc(Cl)c(/C=N/n2c(C3CCCCC3)n[nH]c2=S)c1	-2.5	8.3	-4.5	-1.9	-2.8	0.4	0.1	0.6	-4.4	8.1
COc1cc(CNC(=O)c2cc(-c3ccc(F)cc3OC)n[nH]2)cc(OC)c1	0.6	-2.5	3.4	-11.7	9.2	nt	0.6	2.2	-1.9	-12.7
O=C(NCCNC(=O)c1cc(Cl)ccc1Cl)c1ccco1	-2.5	-5.2	-2.0	-0.6	-2.1	-2.0	5.7	2.0	1.2	-8.9
CC(NC(=S)NCc1ccc(F)cc1)C12CC3CC(CC(C3)C1)C2 (stereo unspecified)	0.2	-0.1	-0.3	-1.7	2.0	-11.5	-2.3	1.5	-1.0	0.2
COCCOC(=O)c1[nH]c2c(c1C)C(=O)CC(c1ccc(OC)c(OC)c1)C2 (stereo unspecified)	-0.8	-7.9	4.2	-4.2	-5.0	-3.9	-5.1	-4.9	0.8	4.9
Cc1oc(-c2ccccc2Cl)nc1CSc1nc2c(c(=O)[nH]1)CCCC2	-2.2	1.8	3.7	7.1	7.9	5.9	-1.7	-0.5	-2.5	7.3
O=C(Nc1ncn[nH]1)c1ccc(Cl)cc1Cl	-0.5	-6.0	-2.8	1.8	-2.1	5.2	-0.8	-1.4	7.0	-7.9
Cc1ccc(C(=O)/C=C/c2ccc(Br)cc2)o1	3.9	-6.4	-7.8	-0.5	nt	-21.0	-3.0	1.0	-4.2	-4.9
COc1ccccc1CCNC(C)CCc1ccc(O)cc1 (stereo unspecified)	-3.1	-0.2	0.2	0.1	-1.8	10.6	0.7	-4.0	2.3	-1.6
O=c1nc(N2CCCCC2)nc2n1CCO2	1.4	2.4	-1.6	-1.7	7.0	0.7	-2.0	10.0	1.9	4.8

Assay outcomes (PubChem)
